HSF1 inhib: HSF1 inhibition; NIH3T3-HGL HSE-luciferase, MG132-induced, luminescence 8 h; active compounds read low; activity change, negative = inhibition, % at 7.5 µM (by protocol); hit rate 0.77% among 300,000; AID 2098;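 active = more than half of replicate wells show activity change below -50%, luminescence cut by over half; inconclusive = some wells, but at most half, below -50%; inactive = no replicate well below -50%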;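 also: luciferase reports HSF-1 transcriptional activity via heat shock element; 0% = median of DMSO wells and -100% = zero luminescence signal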
Dyrk1A ADPGlo: Dyrk1A (rat) kinase inhibition | Q63470 | ADP-Glo luminescence, NFATc1 peptide | inhibition, % at 12.5 µM | hit rate 0.43% among 310,000 | AID 504441; in the data active = inhibition above about 50%;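 also: plate controls were vehicle with enzyme for no effect and no enzyme for full effect; many of its hits are not listed in these tables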
Platelet DG rel: modulates dense granule release in human platelets; human platelet-rich plasma, SFLLRN dense granule ATP release, luminescence; inhibition, %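 (compounds screened at 7.5 µM in platelet-rich plasma)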; hit rate 0.22% among 300,000;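 active = mean replicate score, as percent of positive control, at or above 50; inconclusive = mean below 50 but at least one replicate at or above 50; inactive = mean and every replicate below 50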
IEC-6 tox: IEC-6 cytotoxicity, counter-screen for KLF5 inhibitors | inhibition, % at 5 µM | hit rate 0.78% among 290,000 | luminescence viability; in the data active = inhibition above about 22%;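 also: 0% = plate median of test compound wells and 100% = cytotoxic reference compound wells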
KLF5 inh: suppresses KLF5 promoter-driven expression; DLD-1 KLF5 promoter-luciferase reporter, luminescence; inhibition, % at 5 µM; hit rate 0.23% among 290,000; AID 1700;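 active = inhibition above a per-plate limit of that plate's mean compound inhibition plus 3 SD, cut at about 60% in these data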;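 also: 0% = DMSO wells and 100% = LY294002 at 200 µM; higher means less KLF5 promoter-driven luciferase light; inactives centre near -14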
HSP90 refold inh: blocks HSP90-mediated luciferase refolding in reticulocyte lysate. Rabbit reticulocyte lysate, luciferase refolding luminescence, 3 h. inhibition, % at 5.6 µM. hit rate 0.91% among 290,000;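 active = inhibition above the screen-wide mean plus 3 SD, computed separately per campaign, cut at about 16% in these data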;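 also: 0% = DMSO wells and 100% = 60 µM geldanamycin wells; inhibitors lower the luminescence because luciferase stays unfolded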
aSyn 5UTR inh: MLPCN primary screen, SNCA 5' untranslated region | alpha-synuclein 5'UTR reporter, inhibitor activity | inhibition, % (tested at 7.5 µM) | hit rate 0.82% among 300,000 | AID 1813; in the data active = inhibition above about 60%; inconclusive = no clear call, values can overlap the other calls;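 also: H4 neuroglioblastoma cells stably carrying SNCA 5'UTR luciferase fusion; 0% = DMSO wells and 100% = positive control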
GSK3beta inhib: blocks human GSK3beta kinase activity; AID 2097; GST-GSK3beta kinase, ADP-Glo luminescence, 60 min; active compounds read low; hit rate 0.038% among 300,000; activity score (negative = inhibition), % at 10 µM;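 active = more than half of replicate wells score below -50%, meaning over 50% inhibition versus plate controls; inconclusive = some replicates but at most half score below -50%; inactive = no replicate scores below -50%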;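 also: 0% = median DMSO wells and -100% = median GW8510 positive control wells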
Target sequence (P49841 whole entry, looked up): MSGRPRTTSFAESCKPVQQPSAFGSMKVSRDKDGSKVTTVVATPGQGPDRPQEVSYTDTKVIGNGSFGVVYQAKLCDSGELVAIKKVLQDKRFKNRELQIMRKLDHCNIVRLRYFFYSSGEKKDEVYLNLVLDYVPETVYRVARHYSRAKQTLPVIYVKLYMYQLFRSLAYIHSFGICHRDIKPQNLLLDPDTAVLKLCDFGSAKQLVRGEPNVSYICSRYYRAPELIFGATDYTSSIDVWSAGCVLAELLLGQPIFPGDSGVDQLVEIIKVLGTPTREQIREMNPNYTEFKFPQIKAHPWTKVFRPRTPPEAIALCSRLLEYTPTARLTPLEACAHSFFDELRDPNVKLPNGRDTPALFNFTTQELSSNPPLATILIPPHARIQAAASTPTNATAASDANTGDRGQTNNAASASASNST
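Assay system: GST-fused GSK3beta enzyme, cell-free / Medium: Tris pH 7.5 buffer with MgCl2, DTT, BSA, heparin / Also added: peptide substrate plus 25 µM ATP (final) / Compound: 10 µM single point / Timing: kinase reaction with compound 60 min at room temperature / Detection: ADP-Glo luminescence / Benchmarks: DMSO neutral wells and GW8510 at 20 µM as positive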
GSK3 alpha inh: human GSK-3 alpha kinase inhibition. P49840. ADP-Glo luminescence, 60 min. inhibition, % at 10 µM. hit rate 0.1% among 320,000;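 in the data active = inhibition above about 50%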;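 also: GST-tagged GSK-3 alpha with peptide substrate and 25 µM ATP; 0% = DMSO neutral wells and 100% = GW8510 positive control wells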
Target sequence (P49840 whole entry, looked up): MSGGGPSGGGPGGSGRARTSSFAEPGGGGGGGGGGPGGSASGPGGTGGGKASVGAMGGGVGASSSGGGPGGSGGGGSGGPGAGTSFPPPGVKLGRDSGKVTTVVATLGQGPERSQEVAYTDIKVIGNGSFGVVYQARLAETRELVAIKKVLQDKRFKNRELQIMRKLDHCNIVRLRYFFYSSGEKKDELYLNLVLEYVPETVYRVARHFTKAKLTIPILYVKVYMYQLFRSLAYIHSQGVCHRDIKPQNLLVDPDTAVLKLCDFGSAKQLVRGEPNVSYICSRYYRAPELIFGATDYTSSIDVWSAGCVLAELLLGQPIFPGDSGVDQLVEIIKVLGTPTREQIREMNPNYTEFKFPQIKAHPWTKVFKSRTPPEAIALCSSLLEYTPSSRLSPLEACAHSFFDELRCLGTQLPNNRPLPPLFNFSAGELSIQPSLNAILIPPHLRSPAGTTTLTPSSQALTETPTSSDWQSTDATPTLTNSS
HSF1 activator: increases HSF-1 driven luciferase reporter signal | NIH3T3-HGL HSF-1 luciferase reporter, MG132, 8 h; 100% = twice DMSO control signal | activation, % at 9 µM | hit rate 1.7% among 300,000 | AID 504408;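 active = mean replicate activation of at least 50% with a set share of replicates each reaching 50%; inconclusive = only one of those two conditions met; inactive = mean below 50% and too few replicates reaching it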;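 also: 0% = median of the neutral control wells and 100% = twice that signal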
Starred values were filed as active, the others as inactive; u = inconclusive; x = no result given. These rows are one share of the data; the hit share may differ from the screen's.

SMILES	HSF1 inhib	Dyrk1A ADPGlo	Platelet DG rel	IEC-6 tox	KLF5 inh	HSP90 refold inh	aSyn 5UTR inh	GSK3beta inhib	GSK3 alpha inh	HSF1 activator
Cc1ccc2c(c1)nnn2C1CCN(CC(=O)Nc2ccccc2N2CCOCC2)CC1	7	-7	-7	10	24	4	20	2	0	10
Cc1cc(N/C=C/C(=O)c2cccs2)ccc1F	37	3	18	-1	-51	3	-250	5	-3	64*
CCC(C)COC(c1ccccc1)(c1ccccc1)C(Oc1nc(C)cc(C)n1)C(=O)O (centres undefined)	-8	-7	2	-1	-19	-1	6	1	-8	-12
CCc1cccc2c(C(=O)C(NC(C)CC)c3ccccc3)c[nH]c12 (centres undefined)	2	-3	0	8	-38	-1	2	-1	0	7
[2H]C([2H])(CCOS(N)(=O)=O)c1ccccc1	4	6	-1	-1	-29	-2	6	7	4	6
COc1c(C)cc(S(=O)(=O)N2CCOCC2)c(C)c1C	-2	11	-8	-9	-4	-6	-2	-4	-1	-9
C/C(=N\NC(=O)c1cccnc1)c1nnn(-c2nonc2N)c1C	-3	-2	1	2	-5	-2	12	0	-3	6
Cc1c(C)c2ccc(OCC(=O)Nc3ccc(N4CCC(C)CC4)cc3)cc2oc1=O	5	-5	-5	-2	-21	3	-20	1	0	-15
O=C(O)c1cc(-c2ccc3c(c2)OCO3)nc2ccccc12	-2	17	-1	-4	-11	-3	-24	0	-6	3
C/C(=N/NS(=O)(=O)c1ccc(C(C)C)cc1)c1ccncc1	-13	6	0	-2	-11	-5	14	-2	-2	-2
Cc1ccc(C(=O)NC(C)C2CCCO2)o1 (centres undefined)	0	4	1	-2	-10	-2	0	2	0	2
CCN(Cc1ccccc1)S(=O)(=O)CCNC(=O)c1ccc(OC)cc1	0	4	0	x	x	x	-5	-1	-2	8
O=C(CCn1cnc(-c2ccccc2)c1-c1ccccc1)N/N=C/c1ccccc1O	1	3	2	8	20	-1	25	2	-1	1
COc1cccc(/C=N/NC(=O)c2cnccn2)c1O	6	-8	6	5	-9	4	12	4	1	10
Nc1ccc2nn(-c3cc([N+](=O)[O-])ccc3O)nc2c1	-1	-4	-2	2	7	2	11	-6	0	-7
O=C(c1ccc(S(=O)(=O)N2CCCCC2)cc1)N1CCCC(C(F)(F)F)C1 (centres undefined)	-5	5	-24	x	x	x	7	-1	-2	-2
CCCN(C(=S)Nc1ccccc1)C1CCS(=O)(=O)C1 (centres undefined)	-3	-2	8	1	-22	1	-2	0	-3	-3
CCc1nnc(NS(=O)(=O)c2ccc(NCc3cc(Cl)ccc3O)cc2)s1	-2	-4	-6	-3	13	-2	2	6	-4	-5
O=C(CCCN1C(=O)/C(=C/c2cccs2)SC1=S)Nc1ccc(C(=O)O)cc1	-8	-3	1	0	3	-2	-7	0	0	-9
CCN1CCCC(NC(=O)c2cc([N+](=O)[O-])ccc2OC)C1 (centres undefined)	1	18	-3	-4	-8	3	0	-10	-1	24
O=C(c1ccccc1)c1ccc(N2CCN(C(=O)c3cccc(F)c3F)CC2)c(F)c1	2	-9	-10	4	-51	1	4	0	-1	2
O=C(N/N=C(\CC(=O)c1cccs1)C(F)(F)F)c1cccnc1	-8	8	15	4	-16	5	-23	-1	0	10
COC(=O)c1c(NC(=O)c2ccc(N(C)S(=O)(=O)c3ccc(C)cc3)cc2)sc2c1CCCC2	-3	1	-4	8	8	2	7	0	-1	-1
COc1ccccc1NC(=O)COn1nnc2ccc(S(=O)(=O)N3CCOCC3)cc21	-1	-12	0	4	6	-2	-3	1	-6	0
CCNC(=O)c1ccccc1SCc1ccccc1	-4	0	10	2	-28	-1	5	0	-6	2

Remaining list, next part.
SMILES	HSF1 inhib	Dyrk1A ADPGlo	Platelet DG rel	IEC-6 tox	KLF5 inh	HSP90 refold inh	aSyn 5UTR inh	GSK3beta inhib	GSK3 alpha inh	HSF1 activator
COc1ccc(C(=O)Nc2cc(Cl)ccc2Cl)c(OC)n1	10	5	11	1	-11	-2	-91	-2	1	21
CCCCN(C)C1CCN(C(=S)Nc2cccc(OC)c2)CC1	-7	-3	8	5	-11	-2	-2	-2	x	-7
Cc1cc(OCCCC(=O)N2CCCCC2)cc(C)c1Cl	3	3	-13	-3	-12	1	-8	3	1	-12
Cc1ccc(C)c(OCc2cc(C(=O)N(C)Cc3ccccn3)no2)c1	7	5	-4	6	-19	2	-38	2	-4	6
O=C(Nc1cccc(S(=O)(=O)NC2=NCCCCC2)c1)c1cccnc1Cl	2	14	3	2	-38	2	10	1	x	-3
Cc1cccc(OCC(=O)NCc2ccccc2)c1	0	-2	1	0	-21	0	-9	1	-2	16
COc1ccc(-c2cn(-c3ccc(C)c(Cl)c3)c(=S)[nH]2)cc1OC	7	2	-1	-5	-21	9	-4	0	-2	15
O=[N+]([O-])c1c(Nc2ccccc2O)cc(N2CCOCC2)c2nonc12	-15	13	-17	-1	-30	-2	u	3	4	-19
COc1cccc(-c2cc(C(=O)NC3CC3)c3ccccc3n2)c1	3	10	1	9	3	2	-7	0	-1	-7
COc1cc(OC)c(OC)cc1/C=N/NC(=O)c1ccc(CSc2nc(C)cc(C)n2)cc1	-6	-3	-3	x	x	x	8	-1	-5	-5
COc1ccc(N2CCN(S(=O)(=O)CCNC(=O)C34CC5CC(CC(C5)C3)C4)CC2)cc1	2	-2	6	-5	-7	-7	-43	1	-1	18
CC(Nc1cccnc1)=C(C#N)C#N	2	x	2	-1	-22	-2	-10	3	-1	5
O=S(=O)(Nc1ccc(Cl)cn1)c1ccc(Cl)cc1	2	-1	-1	-6	-14	-2	7	2	-3	10
CCc1ccc(CN2CCC(n3nccc3NC(=O)c3ccccc3C)CC2)cc1	3	1	-9	0	-7	5	-6	-2	1	0
CCOc1ccc(OCC(=O)Nc2ccc(S(=O)(=O)Nc3cc(C)nc(C)n3)cc2)cc1	-5	9	-6	1	2	-5	20	6	-1	9
Cc1csc(SCC(=O)Nc2nncs2)n1	-7	-7	11	5	0	-8	-5	0	-1	-8
O=C(NC(=S)Nc1ccc(NC(=O)c2ccco2)cc1)c1ccccc1	0	6	-3	3	-25	-1	-23	-1	1	14
COc1cccc(C2NC(=O)NC(C)=C2C(=O)Nc2cc(OC)ccc2OC)c1 (centres undefined)	2	-6	1	-2	-15	0	-8	1	6	-14
COC(=O)Nc1ccc(S(=O)(=O)N2CCCC(C(=O)N3CCOCC3)C2)cc1 (centres undefined)	-3	4	3	1	-12	5	19	-2	0	2
O=C(O)c1ccccc1-c1ccccc1C(=O)NCc1ccccc1F	-1	3	-11	-4	-4	-3	12	-1	-1	-18
O=C(Nc1ccc2nc3n(c(=O)c2c1)CCCCC3)c1c(F)ccc([N+](=O)[O-])c1F	-3	-4	-7	92*	62*	24*	85*	-1	-5	-7
O=C(COc1ccccc1Br)N1CCN(c2ccccc2)CC1	-3	5	-1	-3	-30	-2	-9	-1	-1	3
CCOc1ccc(N2CC(C(=O)Nc3ccc(S(=O)(=O)Nc4ncccn4)cc3)CC2=O)cc1 (centres undefined)	x	2	x	1	0	-2	x	x	-2	x
O=C(COc1ccccc1F)Nc1c2c(nn1-c1ccccc1)CS(=O)(=O)C2	-3	3	-13	-7	7	-4	17	-1	3	-8
CN1c2ccccc2C(O)=C(C(=S)Nc2ccc(F)c(Cl)c2)S1(=O)=O	20	4	-3	2	0	1	-50	4	-6	27

The list continues.
SMILES	HSF1 inhib	Dyrk1A ADPGlo	Platelet DG rel	IEC-6 tox	KLF5 inh	HSP90 refold inh	aSyn 5UTR inh	GSK3beta inhib	GSK3 alpha inh	HSF1 activator
O=C(c1ccccc1)N1CCC(=O)N1c1ccccc1	-6	1	2	-7	-12	-4	-3	4	-2	-7
COc1cccc2[nH]c3c(N4CCN(Cc5ccc6c(c5)OCO6)CC4)ncnc3c12	1	x	12	1	-51	-2	9	-6	-2	29
COc1ccc(COC(=O)N/N=C(\C)CC(=O)Nc2c(C)cc(C)cc2C)cc1	-31	x	1	-6	-29	-1	2	-4	2	-42
COCCCC1CCN(C(=O)c2cc(COc3ccc(C)nc3)on2)CC1	-3	0	-6	-1	-1	0	5	0	0	1
Cc1nn(-c2ccccc2)c(Cl)c1/C=C1\C(=O)N(C)C(=S)N1C	9	0	-2	2	-14	-4	-10	2	0	15
Cc1[nH]c(C)c(S(=O)(=O)Nc2ccc(OC(F)(F)F)cc2)c1C(=O)N1CCCCC1	1	1	2	8	9	1	25	2	-2	22
CCOc1ccc(OCC)c(-c2c(=O)n(OCc3ccc(C(C)(C)C)cc3)c3ccccc3[n+]2[O-])c1	-5	4	-8	-1	28	5	26	-4	-6	16
COc1ccc(NC(=O)Nc2cc(C)ccc2OC(F)F)c(OC)c1	4	1	18	1	-6	0	-4	1	x	7
Cc1ccc(-n2cc(CN3CCC(O)(c4ccccn4)CC3)c(-c3ccc(F)cc3)n2)cc1	12	1	3	2	-10	-6	-20	2	0	14
CCOc1ccc(Cn2nnc(C(=O)NCc3ccccc3)c2N)cc1	-5	6	23	5	-15	3	0	1	x	10
CC1CCN(C(=O)CSc2nc3c(c(=O)n2C)SCC3)CC1	3	-11	-11	-1	-32	0	-22	5	-3	0
O=C(NO)c1ccccc1C(F)(F)F	-5	-5	0	-7	4	-6	-3	-1	0	4
c1ccc(-c2csc(Nc3ccccn3)n2)cc1	49	10	2	12	-195	13	-107	x	2	82*
O=C(NCc1ccc2c(c1)OCO2)c1ccc(CSCc2ccc(Cl)cc2)o1	-1	2	5	7	-23	1	8	2	-1	-20
CC1CCN(CCc2nc3cc(NC(=O)COc4ccccc4)ccc3n2C)CC1	39	3	27	2	-25	3	-15	1	3	41
CS(=O)(=O)N1CCCC(C(=O)NCc2ccc(F)cc2)C1 (centres undefined)	-4	-3	-1	0	-8	2	17	-1	2	6
CCOC(=O)c1ccc(N2Cc3ccccc3C2=NC(=O)c2ccncc2)cc1	x	-1	x	3	-21	0	x	x	x	x
CNC(=O)/C(C#N)=C1\SC(Cc2ccc(F)cc2)C(=O)N1c1ccccc1C (centres undefined)	8	x	5	7	-14	3	-11	3	-6	12
COc1c(C)cc(Br)cc1C(=O)Nc1cccc(NC(=O)c2ccco2)c1	12	3	12	4	-6	2	-3	-2	-2	3
COc1cc(/C=N/N2C(C)CCCC2C)cc(Br)c1O (centres undefined)	-1	-5	-1	3	9	1	1	4	-2	-6
COc1ccc(NS(=O)(=O)c2ccc(NC(=S)NC(=O)/C=C/c3ccccc3)cc2)nn1	-30	11	-20	7	0	1	4	3	0	-46
Cc1ccccc1CSCC(Nc1ccc(C(=O)O)cc1[N+](=O)[O-])C(=O)O (centres undefined)	-5	2	10	2	-33	4	16	0	-2	-4
COc1ccc(N(C(=O)CNC(=O)c2ccco2)C(C(=O)NCC2CCCO2)c2ccccc2)c(OC)c1 (centres undefined)	-3	-5	13	-2	2	-1	3	1	2	-3

Screening results deposited in PubChem by several laboratories.
